# TMEM16A inh: inhibitors of mouse TMEM16A calcium-activated chloride channel. HEK293 TMEM16A/YFP iodide influx fluorescence, ionomycin. normalized B-score (activity score, 25-100; higher = stronger inhibition) at 10 µM. hit rate 1.2% among 310,000. AID 588511;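 active = ratio plate-corrected score three or more library SD toward inhibition, starting fluorescence score within five deviations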;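 note: score derived from kinetic fluorescence span divided by baseline fluorescence per well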
# RGS4 pot: potentiators or activators of RGS4; AID 463111; hit rate 0.92% among 310,000; HEK293 M3R/inducible RGS4, carbachol calcium flux Fluo4; stronger effect = lower value; B-score at 10 µM;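 active = B-score of the integrated calcium signal more than 4 SD below the library mean, with starting fluorescence not abnormally high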;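 note: negative B-score means reduced calcium response which marks RGS4 activation or potentiation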
#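 Reagent: ECmax carbachol challenge; Test system: M3R-expressing HEK293 line, RGS4 induced by doxycycline; Schedule: overnight RGS4 induction, 30 min dye load 37 °C, 20 min compound RT; Detection: calcium dye Fluo4 fluorescence; Read-out: Agonist-evoked peak-minus-minimum fluorescence over baseline, integrated ratio, B score.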
# KCNK3 block: human KCNK3 channel inhibition, primary screen. O14649. CHO-KCNK3 thallium flux, FluxOR fluorescence; stronger effect = lower value. B-score at 10 µM. hit rate 0.84% among 340,000. AID 602410;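 active = B-score under library mean minus 4 SD, starting fluorescence ratio at most library mean plus 5 SD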;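 note: more negative B-score means stronger inhibition of thallium flux through KCNK3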
# ANO1 activ: activates or potentiates the mouse TMEM16A chloride channel | hit rate 0.3% among 340,000 | B-score at 10 µM | Q8BHY3 | HEK293 TMEM16A/YFP-H148Q/I152L, iodide quench fluorescence; stronger effect = lower value;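 active = fluorescence-ratio B-score plate-corrected deviation score at least 3 library SD below zero, with starting fluorescence score within 5 deviations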;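 note: channel opened by trigger with iodide after compound preincubation; score built on the fluorescence ratio of max minus min over baseline; more negative score means more quench and so TMEM16A activation or potentiation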
# MrgX1 allo act: allosterically activates human MrgX1 receptor signaling; Q96LB2; MrgX1-HEK293, Fluo-4 calcium flux, FDSS; stronger effect = higher value; B-score at 10 µM; hit rate 0.63% among 310,000; AID 588675;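 active = plate-corrected calcium response at least 3 library SD above typical, normal starting fluorescence, not activating the receptor alone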;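 note: compound read alongside a low EC10 to EC30 dose of BAM8-22 agonist; peak minus trough fluorescence over baseline measured at the second addition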
# MrgX1 ag: activates human MrgX1 receptor signaling; B-score at 10 µM; Q96LB2; hit rate 0.44% among 310,000; AID 588627; MrgX1-HEK293 cells, Fluo-4 calcium fluorescence, agonist mode; stronger effect = higher value;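 active = calcium response B-score plate-corrected fluorescence ratio at least 3 library SD, with starting fluorescence B-score inside 5 SD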
#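 Assay system: MrgX1-expressing HEK293 cells / Amount: fifteen thousand cells per well / Doses: test compound in the initial addition of three / Timing: cells plated overnight, dye loaded 0.5 h 37 °C, 0.5 h room temperature / Technique: kinetic calcium dye fluorescence, Fluo-4 NW / Control set: positive and negative controls per plate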
# KCNQ1 pot: potentiators or activators of human KCNQ1 potassium channel. hit rate 0.35% among 310,000. AID 2648. CHO-K1 KCNQ1, thallium flux FluxOR fluorescence; stronger effect = higher value. B-score at 10 µM. P51787;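 active = fluorescence ratio B-score, a plate-corrected score, at least three library SD, with initial intensity B-score within 5 SD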
# Target sequence (P51787 whole entry, looked up): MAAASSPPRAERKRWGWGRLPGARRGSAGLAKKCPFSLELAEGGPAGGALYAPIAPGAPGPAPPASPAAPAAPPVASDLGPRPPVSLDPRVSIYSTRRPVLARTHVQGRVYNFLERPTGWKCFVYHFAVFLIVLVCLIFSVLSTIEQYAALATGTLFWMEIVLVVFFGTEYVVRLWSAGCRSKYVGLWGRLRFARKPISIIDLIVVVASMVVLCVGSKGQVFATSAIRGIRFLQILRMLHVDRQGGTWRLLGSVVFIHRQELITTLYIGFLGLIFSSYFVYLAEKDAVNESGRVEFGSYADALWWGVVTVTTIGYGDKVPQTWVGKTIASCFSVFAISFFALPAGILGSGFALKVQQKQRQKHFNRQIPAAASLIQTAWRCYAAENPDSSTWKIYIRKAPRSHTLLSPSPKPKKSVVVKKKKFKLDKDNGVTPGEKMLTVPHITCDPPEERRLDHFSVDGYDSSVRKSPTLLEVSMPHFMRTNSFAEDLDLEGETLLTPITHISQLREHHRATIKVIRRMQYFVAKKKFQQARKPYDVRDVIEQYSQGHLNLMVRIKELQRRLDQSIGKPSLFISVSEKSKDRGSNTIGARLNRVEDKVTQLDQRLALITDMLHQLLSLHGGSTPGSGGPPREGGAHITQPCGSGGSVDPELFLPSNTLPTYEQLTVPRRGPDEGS
#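 System: Stable KCNQ1 CHO-K1 line | Incubation: 90 min dye loading and 20 min compound exposure, both at room temperature | Measure: Ratio B score | Medium: Assay buffer for compound exposure, DMSO matched across wells | Compound dosing: Single-concentration screen | Probe or stimulus: K+/Tl+ depolarizing stimulus | Measured by: Kinetic FluxOR fluorescence, 10 s baseline plus 110 s post-stimulus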
# KCNK9 inh: human KCNK9 channel inhibition. Q9NPC2. HEK293 KCNK9, FluxOR thallium flux fluorescence; stronger effect = lower value. B-score at 10 µM. hit rate 1.2% among 310,000. AID 488922;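 active = ratio B-score over 3 SD below the library mean, with starting fluorescence within 5 SD of its mean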;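 note: negative B-score means less thallium flux so channel inhibition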
# KCNQ1 block: inhibitors of human KCNQ1 potassium channel; CHO-K1 KCNQ1, FluxOR thallium flux fluorescence; stronger effect = higher value; B-score at 10 µM; hit rate 1.3% among 310,000;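 active = compounds whose thallium flux B-score, printed positive for inhibition, exceeds three library SD while starting fluorescence stays within three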;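 note: channel opened by potassium depolarization with thallium stimulus after 20 min compound exposure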
# RGS4 block: human RGS4 inhibition; P49798; HEK293 M3R/RGS4 inducible, Fluo-4 calcium flux; stronger effect = higher value; triggered by carbachol at its EC20; B-score at 10 µM; hit rate 0.45% among 310,000; AID 463165;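 active = B-score, a plate-corrected calcium signal, over three deviations above library mean, with baseline fluorescence within five deviations of library mean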;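 note: RGS4 expression induced by doxycycline in cells with stable M3 receptor; B-score is computed from the integrated fluorescence ratio over baseline after carbachol; higher B-score means a larger calcium signal and so more RGS4 inhibition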
# Target sequence (P49798 whole entry, looked up): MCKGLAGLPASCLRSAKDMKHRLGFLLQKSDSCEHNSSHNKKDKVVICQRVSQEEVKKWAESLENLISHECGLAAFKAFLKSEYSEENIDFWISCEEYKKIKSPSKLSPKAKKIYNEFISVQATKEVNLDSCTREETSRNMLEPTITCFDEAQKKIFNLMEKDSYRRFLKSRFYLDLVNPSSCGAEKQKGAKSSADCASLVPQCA
# hERG rescue: hERG (human) protection from proarrhythmic block. hit rate 0.51% among 310,000. AID 1511. CHO-hERG, FluxOR thallium flux, dofetilide IC70 present. Q12809. activation (rescue from dofetilide block), less the hit threshold, % at 10 µM;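 active = activation above the mean of controls blocked by dofetilide plus 5 SD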;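 note: thallium influx through hERG after potassium depolarization seen as dye fluorescence rise; in these data hits start at about 4.7%; inactives centre near -7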
# Active calls of the source: *; i = inactive; · = no result given. The order is random (roughly 6.3% active in at least one column).
SMILES,TMEM16A inh,RGS4 pot,KCNK3 block,ANO1 activ,MrgX1 allo act,MrgX1 ag,KCNQ1 pot,KCNK9 inh,KCNQ1 block,RGS4 block,hERG rescue
Cc1cccc(NC(=O)Cn2nc(C(F)(F)F)cc2C2CC2)c1,i,i,i,i,i,i,i,i,i,i,-10
Cc1cnc(NC(=O)c2ccc(OCC3CCCO3)cc2)s1 (centres undefined),i,i,i,i,i,i,i,i,i,i,-11
O=C(CN1CCN(Cc2ccccc2F)C1=O)NCc1ccco1,i,i,i,i,i,i,i,i,i,i,-8
O=C(c1ccco1)N1CCCN(C(=O)c2ccco2)CC1,i,i,i,i,i,i,i,i,i,i,-13
O=c1[nH]c(SCc2ccc([N+](=O)[O-])cc2)nc2[nH]ncc12,i,i,i,i,i,i,i,i,i,i,-10
CCN(CC(=O)Nc1c(F)cccc1F)C(=O)C1CC1C (centres undefined),i,i,i,i,i,i,i,i,i,i,-6
CCc1ccccc1NC(=S)N(CCN1CCCCC1)Cc1ccco1,i,i,i,i,i,i,i,i,i,i,-7
Nc1cc(=O)nc(SCC(=O)N(C2CCCCC2)C2CCCCC2)n1-c1ccccc1,i,i,i,i,i,i,i,i,i,i,-14
Cc1ccc(NC(=O)c2ccc(S(=O)(=O)NCc3cccnc3)cc2)c(C)c1,i,i,i,i,i,i,i,i,i,i,-7
OC(Cn1cncn1)c1ccc(Cl)cc1 (centres undefined),i,i,i,i,i,i,i,i,i,i,-10
CCCCN(C)C1CCN(C(=S)Nc2ccc(OC)cc2)CC1,i,i,i,i,i,i,i,i,i,i,-8
O=C(Nc1ncc(Cc2cccc(Cl)c2)s1)C1CCCO1 (centres undefined),i,i,i,i,i,i,i,i,i,i,-7
O=C(Cn1ncc2c([nH]c3ccccc32)c1=O)N1CCN(c2ccccn2)CC1,i,i,i,i,i,i,i,i,i,i,-1
CCN(CC)S(=O)(=O)c1ccc(Cl)c(C(=O)Nc2nncs2)c1,i,i,i,i,i,i,i,i,i,i,-13
Cc1nc2c3cc(F)ccc3n(Cc3ccccc3)c2s1,i,i,i,i,i,i,i,i,i,i,-1
CC(C)[C@H](NC(=O)c1ccc(C(C)(C)C)cc1)C(=O)Nc1nnc(C2CC2)s1,i,i,i,i,i,i,i,i,i,i,-7
COc1cc(/C=N/NC(=O)CC23CC4CC(CC(C4)C2)C3)cc(Br)c1OCC(=O)N(C)C,i,i,i,i,i,i,i,i,i,i,-19
Cc1ccc2oc(-c3ccc(NC(=O)c4cccnc4)cc3)nc2c1,i,i,i,·,i,i,i,i,i,i,-5
CC(C)c1ccc(NC(=S)N2CCN(C)CC2)cc1,i,i,i,i,i,i,i,i,i,i,-6
Cc1ccc(C(=O)NCC(=O)N2CCN(S(=O)(=O)c3cccs3)CC2)s1,i,i,i,i,i,i,i,i,i,i,-13
CCC(c1nnnn1Cc1ccccc1)N(Cc1ccco1)Cc1cc2cc(OC)ccc2[nH]c1=O (centres undefined),i,i,i,i,i,i,i,i,i,i,-11
CCN(CC)CCCNC(=O)c1ccc(OCC(=O)Nc2ccccc2C(F)(F)F)c(OC)c1,i,i,i,i,i,i,i,i,i,i,-7
C#CCO[C@@H]1C[C@H](n2cnc3c(=O)[nH]c(NC(=O)C(C)C)nc32)O[C@@H]1CO,i,i,i,i,i,i,i,i,i,i,-7
CCOc1ccc(C(=O)NCC(=O)N2CCCC2)cc1,i,i,i,i,i,i,i,i,i,i,0
CCOc1ccc(CN(C)C(=O)NNC(=O)c2ccc(C)cc2)cc1OC,i,i,i,i,i,i,i,i,i,i,-8
O=C(NC(NC(=S)Nc1ccc(Cl)cc1Cl)C(Cl)(Cl)Cl)c1cccc([N+](=O)[O-])c1 (centres undefined),100*,-7.2*,i,i,i,i,i,i,i,i,-24
COc1ccc(C(=O)NC2CCN(CC(=O)NCc3cccc(OC)c3)CC2)cc1,i,i,i,i,i,i,i,i,i,i,-2
O=C(O)C1CCCCC1C(=O)Nc1cccc2ccccc12 (centres undefined),i,i,i,i,i,i,i,i,i,i,-2
O=[N+]([O-])c1ccc(S(=O)(=O)N2CCSC2c2ccco2)cc1 (centres undefined),i,i,i,i,i,i,i,i,i,i,-10
CCN(Cc1cnn(C)c1)C(=O)C1CCC(=O)N(CCc2ccc(OC)cc2)C1 (centres undefined),i,i,i,i,i,i,i,i,i,i,-4
COc1ccccc1Oc1coc2cc(OCC(N)=O)ccc2c1=O,i,i,i,i,i,i,i,i,i,i,-7
CCn1cc(/C=N\NC(=O)c2ccccc2Cl)cn1,i,i,i,i,i,i,i,i,i,i,-1
CCCCOC(=O)Nc1nnc(CC(=O)NCc2ccccc2)s1,i,i,i,i,i,i,i,i,i,i,-2
O=C(CN(C(=O)c1ccc2c(c1)OCCO2)c1ccccc1)NCC1CCCO1 (centres undefined),i,i,i,i,i,i,i,i,i,i,-6
CCc1ccc(/C=N/NC(=O)c2cc(-c3ccncc3)nc3ccccc23)s1,i,i,i,i,i,i,i,i,i,i,0
COCCn1c(C)cc(C(=O)CSc2nc(C)c(C)c(C)n2)c1C,i,i,i,i,i,i,i,i,i,i,-13
Cc1cccc(Nc2nc3c(S(=O)(=O)c4ccccc4)nnn3c3ccccc23)c1,i,i,i,i,i,i,i,i,i,i,-5
CC(=O)c1c(N2CCN(C(=O)C3CCCO3)CC2)nc(=S)n(-c2ccccc2)c1C (centres undefined),i,i,i,i,i,i,i,i,i,i,-1
O=C(CN1CCN(c2ccccn2)CC1)Nc1ccc(OCc2ccccc2)cc1,i,i,i,i,i,i,i,i,i,i,-6
CCCC(=O)OCC(=O)c1[nH]c(C)c(C(C)=O)c1C,i,i,i,i,i,i,i,i,i,i,1
COc1ccc(NCC(=O)N/N=C2\CCc3ccccc32)cc1,i,i,i,i,i,i,i,i,i,i,-9
COc1ccc(C(=O)N=C2SC3CS(=O)(=O)CC3N2Cc2ccccc2)cc1OC (centres undefined),i,i,i,i,i,i,i,i,i,i,-5
COc1ccccc1C(=O)NCCC(=O)N1CCN(c2ccccc2O)CC1,i,i,i,i,i,i,i,i,i,i,-11
Cc1c(Cl)c([N+](=O)[O-])nn1CC(=O)NCc1ccco1,i,i,i,i,i,i,i,i,i,i,-2
Cc1nc(CCNC(=O)c2ccccc2)cs1,i,i,i,i,i,i,i,i,i,i,-7
O=C(NCCc1c[nH]c2ccccc12)c1cnccn1,i,i,i,i,i,i,i,i,i,i,-9
COc1ccc(-c2ccnc(SCC(=O)N3CCOCC3)n2)cc1,i,i,i,i,i,i,i,i,i,i,3
COc1ccc2oc(C(=O)Nc3ccc(S(=O)(=O)N(C)C4CCN(C)CC4)cc3)c(C)c2c1,i,i,i,i,i,i,i,i,i,i,-11
COC1Cc2ccccc2N(C(=O)N2CCN(CCO)CC2)c2ccccc21 (centres undefined),i,i,i,i,16*,i,i,i,i,i,-8
CC1(C)CC(NC(=O)c2cc(COc3cccc(C(F)(F)F)c3)on2)CCO1 (centres undefined),i,i,i,i,i,i,i,i,i,i,-7
O=C(CN1C(=O)C2C3C=CC(C3)C2C1=O)Nc1nc(SCc2ccc(Cl)cc2)n[nH]1 (centres undefined),i,i,i,i,i,i,i,i,i,i,-8
COC(=O)CSc1nc2nc(C)c(Br)cc2[nH]1,i,i,i,i,i,i,i,i,i,i,-8
CN(C)c1ccc(/C=C/c2nc3ccccc3c(=O)n2CCO)cc1,i,i,i,i,i,32*,i,i,6*,i,-18
CCCNS(=O)(=O)c1ccc(CCC(=O)NCc2ccco2)cc1,i,i,i,i,i,i,i,i,i,i,-14
CC1(C)N=C(N)N=C(N)N1c1cccc(CN)c1,i,i,i,i,i,i,i,i,i,i,-4
CC(=O)N1C(=O)CC(C)N(C(C)=O)c2ccc([N+](=O)[O-])cc21 (centres undefined),i,i,i,i,i,i,i,i,i,i,-5
O=C(Nc1ccccc1C(=O)N1CCOCC1)c1cccc(S(=O)(=O)N2CCCC2)c1,·,i,i,i,·,·,i,i,i,i,-8
O=C(NCCc1c[nH]c2ccc(Cl)cc12)c1ccc([N+](=O)[O-])cc1,i,i,i,i,i,i,i,i,i,i,-5
COc1cc(CNCCNC(=O)c2nonc2N)ccc1OCc1ccc(Cl)nc1,i,i,i,i,i,i,i,i,i,i,-6
O=C(COc1ccc(F)cc1F)N1CCCCCCC1,i,i,i,i,i,i,i,i,i,i,-9

# (cont.)
SMILES,TMEM16A inh,RGS4 pot,KCNK3 block,ANO1 activ,MrgX1 allo act,MrgX1 ag,KCNQ1 pot,KCNK9 inh,KCNQ1 block,RGS4 block,hERG rescue
COc1ccc(Nc2nc(NCc3ccco3)nc(N/N=C/c3ccccc3)n2)cc1,i,i,i,i,i,i,i,i,i,i,-9
COc1ccc(-c2noc(Cc3cccs3)n2)cc1,i,i,i,i,i,i,i,i,i,i,-3
COC(=O)c1sccc1NC(=O)c1ccc(Br)o1,i,i,i,i,i,i,i,i,i,i,-3
Cc1ccc(-n2nc3c(=O)n(CCCC(=O)NCC(C)c4ccccc4)nc(C)c3c2C)cc1 (centres undefined),i,i,i,i,i,i,i,i,i,i,-7
CC(C)CC(=O)NC(c1ccccc1Cl)c1c(O)ccc2ccccc12 (centres undefined),i,i,i,i,i,i,i,i,i,i,-12
O=C(CNC(=O)c1ccc(Br)o1)NC12CC3CC(CC(C3)C1)C2,i,i,i,i,i,i,i,i,i,i,-13
COC(=O)C1=C(N)Oc2cc(C)n(CCCn3ccnc3)c(=O)c2C1c1ccc(Cl)cc1 (centres undefined),i,i,i,i,i,i,i,i,i,i,-16
COC(=O)c1cccc(N(C(=O)c2ccco2)C(C(=O)NC2CCCC2)c2ccc(N3CCOCC3)cc2)c1 (centres undefined),i,i,i,i,i,i,i,i,i,i,-6
O=c1[nH]c(Cc2ccccc2Cl)nc2ccccc12,i,i,i,i,i,i,i,i,i,i,-5
c1ccc(C(c2ccccn2)c2ccccn2)cc1,i,i,i,i,i,i,i,i,i,i,-1
